Screening results as filed in PubChem BioAssay.
M. tuberculosis = growth inhibition of non-replicating M. tuberculosis (AID 488890) | Mycobacterium tuberculosis non-replicating, growth inhibition; higher % means a stronger effect | inhibition, % at 25 µM, or IC50 in µM where a hit was titrated | actives 0.39% (n = 320,000); in the data active = a potency from the dose series; inconclusive = inhibition mostly from about 82% at the one dose, without a potency; inactive = the rest, 99 in 100 with inhibition below about 76%;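 also: plate controls were DMSO cells for no effect and high antibiotic wells for full effect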
VEEV TC-83 Vero = inhibitors of VEEV TC-83 cytopathic effect, confirmation, Vero cells (AID 588727) | actives 0.13% (n = 350,000) | inhibition, % at 20 µM; hits with a dose series show IC50 in µM | Vero cells, VEEV TC-83 cytopathic effect inhibition; higher % means a stronger effect; in the data active = a potency from the dose series; inconclusive = inhibition mostly from about 14% at the one dose, without a potency; inactive = the rest, 99 in 100 with inhibition below about 12%; also: strong numbers were not always called active
PhoP GFP inhibition = PhoP regulon inhibitors, Salmonella typhi PhoP promoter GFP reporter, confirmatory (AID 1850); Salmonella Typhi PhoP-promoter GFP reporter, fluorescence, 4 h; higher % means a stronger effect; inhibition, % at 50 µM, or IC50 in µM where a hit was titrated; actives 0.33% (n = 310,000); in the data active = a potency from the dose series; inconclusive = inhibition mostly from about 25% at the one dose, without a potency; inactive = the rest, 99 in 100 with inhibition below about 19%;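 also: 0% = induced wells with vehicle and 100% = uninduced wells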
influenza NS1A = H1N1 influenza NS1A inhibitors, functional cell based assay (AID 504329); actives 0.3% (n = 340,000); inhibition, % at 12.5 µM, or IC50 in µM where a hit was titrated; NS1A functional cell-based assay, percent inhibition; higher % means a stronger effect; in the data active = a potency from the dose series; inconclusive = inhibition above about 27% without an active follow-up result; also: strong numbers were not always called active
H37Rv inhibition = M. tuberculosis growth inhibition, HTS (AID 449762); M. tuberculosis H37Rv growth inhibition, 7H9 media; higher % means a stronger effect; inhibition, % at 25 µM; hits with a dose series show IC50 in µM; actives 0.59% (n = 330,000); in the data active = a potency from the dose series; inconclusive = inhibition above about 70% without an active follow-up result;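 also: bacterial growth assessed after seven days of incubation; strong numbers were not always called active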
VEEV TC-83 Vero 10K pilot screen = also measured in VEEV TC-83 Vero; calls as there; inhibition, %; measured here: 10K pilot screen inhibition
* marks the source's active call; other numbers are inactive results; i = inactive; ? = inconclusive; nt = no result given; & = joins results of further samples.

SMILES	M. tuberculosis	VEEV TC-83 Vero	PhoP GFP inhibition	influenza NS1A	H37Rv inhibition	others
COC(=O)[C@H](Cc1ccccc1)NC(=O)N1CCN(Cc2ccccc2)CC1	8%	i	5%	10%	-4%	VEEV TC-83 Vero 10K pilot screen=1.3
COc1ccc(C2C(C(C)=O)=C(O)C(=O)N2c2nccs2)cc1OC (stereo not given)	-15%	i	2%	11%	-15%
COc1ccc(N2CCN(CC(=O)c3ccc(O)cc3O)CC2)cc1	24%	10%	12%	-1%	1%
O=c1[nH]c2ccccc2nc1/C=C(\O)C1CC1	-3%	0.5%	-14%	-7%	-1%
O=C(O)c1c2c(nc3ccc(S(=O)(=O)N4CCC(C(=O)NCc5ccccc5Cl)CC4)cc13)CCCC2	-16%	0.5%	-5%	-3%	-9%
COCCNC(=O)C1c2ccccc2C(=O)N(CCOC)C1c1ccc(F)cc1 (stereo not given)	5%	6.4%	-4%	-8%	0%
C=Cc1ccc(Cn2c(=O)n(CCCOC)c(=O)c3sccc32)cc1	19%	i	8%	-3%	-2%
O=C(CCc1nnc(C2CCCCC2)o1)N1CCC(Oc2cccnc2)CC1	22%	0.4%	11%	2%	-1%	VEEV TC-83 Vero 10K pilot screen=1.5
O=C1c2ccccc2S(=O)(=O)N1CCCN1C(=O)c2ccccc2S1(=O)=O	nt	2.0%	nt	7%	nt
COc1cc2c(cc1OC)/C(=C/C(=O)c1ccc(OC)c([N+](=O)[O-])c1)NCC2	1%	7.9%	4%	26%	-1%

Of the compounds above, these have nitrogen in an aromatic ring.
SMILES	M. tuberculosis	VEEV TC-83 Vero	PhoP GFP inhibition	influenza NS1A	H37Rv inhibition	others
COc1ccc(C2C(C(C)=O)=C(O)C(=O)N2c2nccs2)cc1OC (stereo not given)	-15%	i	2%	11%	-15%
O=c1[nH]c2ccccc2nc1/C=C(\O)C1CC1	-3%	0.5%	-14%	-7%	-1%
O=C(O)c1c2c(nc3ccc(S(=O)(=O)N4CCC(C(=O)NCc5ccccc5Cl)CC4)cc13)CCCC2	-16%	0.5%	-5%	-3%	-9%
C=Cc1ccc(Cn2c(=O)n(CCCOC)c(=O)c3sccc32)cc1	19%	i	8%	-3%	-2%
O=C(CCc1nnc(C2CCCCC2)o1)N1CCC(Oc2cccnc2)CC1	22%	0.4%	11%	2%	-1%	VEEV TC-83 Vero 10K pilot screen=1.5

Grouped by structure: the compounds so far with an aryl methoxy group (three)
SMILES	M. tuberculosis	VEEV TC-83 Vero	PhoP GFP inhibition	influenza NS1A	H37Rv inhibition	others
COc1ccc(C2C(C(C)=O)=C(O)C(=O)N2c2nccs2)cc1OC (stereo not given)	-15%	i	2%	11%	-15%
COc1ccc(N2CCN(CC(=O)c3ccc(O)cc3O)CC2)cc1	24%	10%	12%	-1%	1%
COc1cc2c(cc1OC)/C(=C/C(=O)c1ccc(OC)c([N+](=O)[O-])c1)NCC2	1%	7.9%	4%	26%	-1%

In the list so far, 3 contain a carbonyl joined to an NH by a bond outside any ring.
SMILES	M. tuberculosis	VEEV TC-83 Vero	PhoP GFP inhibition	influenza NS1A	H37Rv inhibition	others
COC(=O)[C@H](Cc1ccccc1)NC(=O)N1CCN(Cc2ccccc2)CC1	8%	i	5%	10%	-4%	VEEV TC-83 Vero 10K pilot screen=1.3
O=C(O)c1c2c(nc3ccc(S(=O)(=O)N4CCC(C(=O)NCc5ccccc5Cl)CC4)cc13)CCCC2	-16%	0.5%	-5%	-3%	-9%
COCCNC(=O)C1c2ccccc2C(=O)N(CCOC)C1c1ccc(F)cc1 (stereo not given)	5%	6.4%	-4%	-8%	0%

(cont.)
SMILES	M. tuberculosis	VEEV TC-83 Vero	PhoP GFP inhibition	influenza NS1A	H37Rv inhibition	others
CN1CCN(C(=O)/C(C#N)=C/c2ccc(F)cc2)CC1	-5%	1.0%	-1%	4%	-1%
COc1cc(OC)cc(C(=O)N2c3ccc(F)cc3CCC2C)c1 (stereo not given)	5%	i	-10%	-11%	7%
Cc1nc2ccc(NC(=O)C3COc4ccccc4O3)cc2s1 (stereo not given)	?	2.3%	-15%	-2%	45%
C[C@@H](CN=[N+]=[N-])CN1CC[C@H](C(C)(C)C)CCC1=O	12%	1.7%	7%	5%	-10%
O=C1C=Cc2cccc3ccc(O)c1c23	nt	2.9%	nt	2%	nt
CCN(CC)C(=O)c1ccc(-c2nnc(Nc3ccc(C(=O)N(C)C)cc3)c3ccccc23)cc1	11%	8.3%	6%	-2%	4%
COc1cccc(/C=N/NC(N)=S)c1OCc1ccccc1Cl	?	0.7%	0%	4%	8%	VEEV TC-83 Vero 10K pilot screen=0.3
Cc1ccc(C)c(NC(=O)CSc2nnc(-c3ccco3)o2)c1	5%	4.2%	2%	8%	5%
COc1ccc(CN2C(=O)c3cccnc3C2Nc2ccc(OC)c(Cl)c2)cc1 (stereo not given)	33%	1.6%	0%	7%	19%
COc1cc(Br)c(CC(=O)O)cc1OC	0%	nt	-1%	nt	-2%
COC(=O)C1=C(C)N(C)C(=O)NC1c1ccc(C)cc1 (stereo not given)	0%	0.8%	-5%	-4%	5%
COc1ccc(NC(=O)CC(C)c2ccccc2)cc1S(=O)(=O)N1CCOCC1 (stereo not given)	35%	0.3%	nt	-10%	-10%
NS(=O)(=O)c1cccc(NC(=O)CN2CCN(Cc3ccc4c(c3)OCO4)CC2)c1	26%	0.1%	-5%	-6%	-1%
CC(Oc1ccccc1)c1ccnn1S(=O)(=O)c1ccccc1 (stereo not given)	12%	0.2%	-7%	10%	5%
CCOc1ccc(CCNC(=O)c2ccc(F)c(S(=O)(=O)N3CCOCC3)c2)cc1OCC	13%	1.3%	-15%	-8%	-20%
COC(=O)c1c(NC(=O)CN(C)CC(=O)Nc2ccc(C)cc2)sc2c1CCC(C)C2 (stereo not given)	54%	i	nt	-7%	-3%
COC(=O)C1C(=O)C2=C(CC1C)NC(C)=C(C(=O)OC1CCCCC1)C2c1ccc(N(C)C)cc1 (stereo not given)	48%	2.4%	1%	21%	-1%
CC(C)NC(=O)C1CC(=O)N(C(C)c2ccccc2)C1 (stereo not given)	-8%	0.1%	1%	0%	2%
COc1cccc2cc(CC(=O)c3ccc(C)cc3C)c(=O)oc12	-6%	2.2%	-1%	-6%	4%
CCn1cc(C(=O)N[C@@H](CCSC)C(=O)NCCCN2CCOCC2)c(=O)c2cc3c(cc21)OCO3	2%	i	-1%	0%	-12%
CC(C)(C)c1ccc(OC(=O)N2CCCCC2)cc1	11%	6.3%	10%	-7%	7%
CC1CCN(c2ncnc3nc[nH]c23)CC1	nt	0.2%	-11%	0%	-12%
CN(C)CCNC(=S)Nc1ccc(Cl)cc1Cl	18%	1.5%	-5%	4%	-2%
C[C@H]1C(=O)N(C)CCN1C(=O)c1cccc(OC2CCN(CC(C)(C)C)CC2)c1	-2%	i	12%	-14%	2%
CC1(C)CC(=O)c2c(Cc3ccccc3)n[nH]c2C1	0%	0.9%	-7%	7%	-2%
O=c1c2ccccc2oc2ccc(-c3ccc4cc[nH]c4c3)cc12	nt	1.0%	nt	-1%	8%	VEEV TC-83 Vero 10K pilot screen=3.3
Cc1cc(NC(=O)c2cccc(F)c2)no1	-11%	3.5%	-1%	9%	5%
COc1ccccc1C1NC=C([N+](=O)[O-])C=C1[N+](=O)[O-] (stereo not given)	49%	0.4%	7%	9%	2%
CC(=O)N(NC(=O)c1ccc(C)cc1)C1CC(=O)N(c2ccccc2Cl)C1=O (stereo not given)	-16%	1.6%	-5%	-7%	-1%
CC1CCC/C(=N\NC(=O)COc2ccccc2Cl)C1 (stereo not given)	-5%	i	-9%	-10%	11%
Nc1c(C(=O)Nc2ccc3c(c2)OCCO3)nnn1Cc1ccc(Br)cc1	-8%	0.2%	9%	4%	2%
Cc1nnc(NC(=O)CSc2nnc(C)c(=O)n2N)s1	-11%	1.0%	4%	1%	-6%
COc1cccc(-n2c(SCc3cc(=O)oc4cc(O)c(O)cc34)nc3ccccc3c2=O)c1	2%	8.0%	-9%	-4%	-4%
O=C(NC1CCCCC1)C1CCN(C(=O)c2ccc(-c3ccccc3)cc2)CC1	29%	0.2%	2%	-3%	-3%
O=C(COc1ccccc1Cl)Nc1ccc(Cl)cn1	nt	2.2%	-8%	-7%	-9%
CCOC(=O)C1CCCN(C(=O)CN2C(=O)c3ccccc3S2(=O)=O)C1 (stereo not given)	-7%	1.2%	nt	-3%	4%
CC1Cc2ccccc2N1C(=O)CSc1nnc(N)s1 (stereo not given)	5%	4.0%	-10%	-2%	4%
On1nnc2ccccc21	-4%	0.3%	-11%	-8%	12%
C=CCOc1c(CNn2cn[nH]c2=S)cccc1OC	10%	1.8%	-13%	0%	-7%
COC(=O)[C@H](CC(C)C)NC(=O)N1CCCCC1C (stereo not given in full)	-4%	i	1%	1%	3%
Cc1cc(C(=O)NNC(=O)c2cccs2)nn1C(C)(C)C	-15%	0.8%	-8%	21%	-4%
NC(=O)C1(N2CCCCC2)CCN(C(=O)CSc2nc3ccccc3o2)CC1	-3%	0.1%	-12%	-23%	-2%
COc1cccc(NC(=O)Nc2ccccc2Br)c1	49%	1.6%	0%	-4%	6%
CCOc1ccc(OCCCC(=O)N(C)CC(=O)Nc2ccc(N3CCOCC3)cc2)cc1	20%	0.6%	-5%	-1%	33%
O=C(Cn1ccc([N+](=O)[O-])n1)NCC1CCCO1 (stereo not given)	-8%	0.8%	-4%	-5%	-10%
Fc1cc(Br)ccc1NC(=S)Nc1ccccc1	?	1.0%	17%	-6%	-5%
C#C[C@]1(O)[C@H](O)CC2C3CC[C@H]4C[C@@H](O)CC[C@]4(C)C3CC[C@@]21C (stereo not given in full)	12%	nt	nt	nt	-4%
Cc1ccccc1OCC(O)Cn1c(=N)n(CCN2CCOCC2)c2ccccc21 (stereo not given)	18%&20%	3.0%&0.4%	4%	14%&4%	-3%&1%
Cc1ccc(S(=O)(=O)N(C)C)cc1NC(=O)COC(=O)CCC(=O)c1ccc(F)cc1	19%	i	-6%	0%	6%
COc1cnn(-c2ccc(C)cc2)c(=O)c1SCc1ccccc1	47%	i	-3%	-3%	0%	VEEV TC-83 Vero 10K pilot screen=0.1
Later entries.
SMILES	M. tuberculosis	VEEV TC-83 Vero	PhoP GFP inhibition	influenza NS1A	H37Rv inhibition	others
CCN(CC)c1ccc(CN2CC=C(c3ccc(F)cc3)CC2)cc1	34%	8.1%	1%	23%	56%
Cc1nn2c3ccccc3n(CC(=O)c3cccs3)c2nc1=O	-1%	1.6%	0%	-5%	0%
COc1ccc(OC2C(=O)N(Cc3ccc4c(c3)OCO4)C2c2sccc2C)cc1 (stereo not given)	12%	5.9%	3%	-3%	-5%
COc1ccc(-c2nnn(Cc3ccccc3)n2)cc1OC	27%	8.4%	4%	-6%	8%
Cc1ccc(/C=N/NC(=O)c2nnn(-c3nonc3N)c2CN(C)C)s1	4%	i	-1%	6%	-2%
CC(Sc1ncnc2sccc12)C(=O)Nc1ccc(C(N)=O)cc1 (stereo not given)	4%	2.5%	-9%	0%	0%
CCOc1ccccc1NC(=O)C(=O)NCCC1=CCCCC1	8%	6.2%	-14%	-9%	1%
Cc1cccc(-n2c(O)c(/C=N/NC(=O)c3ccncc3)c(=O)[nH]c2=O)c1	53%	1.2%	2%	nt	?
O=c1c2ccccc2nnn1CSc1ccc2c(c1)OCCO2	4%	5.9%	-4%	3%	-2%
